INS-1E GSIS act – primary screen for activators of insulin secretion dependent on glucose, INS-1E cells, GLuc reporter luminescence | INS-1E GLuc reporter insulin secretion, 2-3 h | activation, % at 16.6 µM | AID 743287 | 370,000 compounds, 0.61% hits;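 active = lowest replicate activation of at least 40%, so every replicate reaches that level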;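 also: 0% = median of neutral control wells and 100% = median of IBMX positive control wells; some compounds called inactive have numbers as strong as hits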
PAX8 reporter – lowers PAX8-driven luciferase in RMG-I cells. RMG-I TPO-luciferase reporter, SteadyGlo, 24 h. inhibition, % at 12.6 µM. 360,000 compounds, 1.2% hits. AID 652154;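 active = mean replicate inhibition at least 60% with every replicate also reaching 60%; inconclusive = only one of the two criteria is met; inactive = mean below 60% and not all replicates reaching 60%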;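 also: luciferase light reporting Pax8 driven TPO promoter activity; plate controls were median of neutral control wells for no effect and mitoxantrone controls for full effect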
miR122 inh – blocks miR-122 activity in Huh7 sensor cells. activation (reporter increase), % at 12.5 µM. Huh7 miR-122 Renilla luciferase sensor, 48 h; neutral wells = 0, positive control = 100. 340,000 compounds, 0.3% hits;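 active = mean replicate activation score at least 90 and every replicate individually at or above 90; inconclusive = only one of the two criteria met; inactive = neither criterion met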;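 also: higher luciferase means less miR-122 activity so hits act as miR-122 inhibitors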
DENV2 CPE rescue – inhibitors of DENV2 cytopathic effect; DENV2-infected cells, cytopathic effect rescue, plate reader; CPE inhibition, % at 9.99 µM; 350,000 compounds, 1.7% hits; in the data active = CPE inhibition above about 20%, passing the limit was not always enough; inconclusive = no clear call, values can overlap the other calls; tested in BHK-21 cells;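 also: 0% = median of neutral control wells and 100% = median of positive control wells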
EWS-Fli block – blocks EWS/Fli oncoprotein-driven transcription; inhibition, % at 12.6 µM; 350,000 compounds, 0.67% hits; A673 NR0B1-luciferase reporter, viability-normalised;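 active = mean inhibition of at least 50% after viability correction, with every replicate also passing that limit; inconclusive = mean reaches 50% but only one of two replicates passes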;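 also: firefly luciferase signal divided by Alamar Blue viability fluorescence both relative to DMSO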
FN deposit inh – fibronectin deposition inhibition. AH1F fibroblasts, Alexa488-fibronectin deposition fluorescence, overnight. inhibition, % at 12.6 µM. 350,000 compounds, 0.086% hits. AID 743247;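 active = mean inhibition across replicates of 30% or more, regardless of how many single replicates reach that level; inconclusive = mean under 30% yet at least half of replicates reach 30%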;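 also: positive control wells lacked labelled fibronectin entirely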
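material = AH1F fibroblast monolayer depositing Alexa488-labelled fibronectin into matrix | amount = 10000 AH1F cells/well | buffer or medium = DMEM plus 2% serum, read in PBS | incubation = 1 h cell adhesion before compound, then overnight fibronectin incubation | detection = fluorescence at 485 nm excitation, 525 nm emission | evaluation = percent inhibition as loss of matrix-bound fibronectin fluorescence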
CFTR F508del cor – correctors of CFTR F508del function in bronchial epithelial cells. CFBE cells, YFP halide quenching; stimulated with forskolin plus potentiator P3; % fluorescence drop versus neutral controls. AID 720511. activity (quench increase), % at 7.58 µM. 350,000 compounds, 0.36% hits;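 active = mean added fluorescence quench of at least 8% versus neutral control, with both replicates also reaching 8%; inconclusive = only one of the mean or replicate conditions met; inactive = mean below 8% and not both replicates reaching 8%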;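 also: cells transiently co-express mutant CFTR-F508del with the halide-sensitive YFP; corrector assay measuring rescue of mutant channel to the surface after 24 h compound exposure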
* marks the source's active call; other numbers are inactive results; ? = inconclusive; nt = no result given; & = joins results of further samples; ! = a repeat was not active. An excerpt (hit frequency here may not be typical).

SMILES	INS-1E GSIS act	PAX8 reporter	miR122 inh	DENV2 CPE rescue	EWS-Fli block	FN deposit inh	CFTR F508del cor
Cc1cc(C(=O)O)c(C)n1C1CC1	3.6	-5.2	nt	-3.6	-8.5	-5.8	-1.5
Cc1c(N=Cc2c(O)n(Cc3ccccc3)c(=O)[nH]c2=O)c(=O)n(-c2ccccc2)n1C	7.0	17.6	nt	-7.1	19.0	10.9	nt
COC(=O)C1=C(c2ccc(C(C)=O)cc2)C[C@@H]2CC[C@H]1N2C(=O)NCCOc1ccccc1Cl	-10.9	-16.8	0.4	-4.9	1.1	7.2	0.7
CCOC(=O)C1C(OC(=O)c2ccccc2)CC2CCC1N2C (stereo unspecified)	41.2*	nt	4.8	-7.6	-2.8	nt	0.9
COC(=O)c1ccccc1N=Cc1c(O)[nH]c(=S)[nH]c1=O	-4.4	36.1	nt	-0.7	0.2	9.8	-0.9
C[C@]12CCC3C(C[C@@H](O)[C@H]4C[C@@H](O)CC[C@]34C)C1CC[C@@H]2O (stereo partly specified)	-8.4	7.0	-1.8	nt	3.8	1.9	-0.9
COc1ccc(-n2nnnc2C(c2cccc3ccccc23)N2CCC3(CC2)C(=O)NCN3c2ccccc2)cc1 (stereo unspecified)	13.0	24.4	-3.6	?	4.9	-10.2	0.9
C[C@](N)(CCP(=O)(O)O)C(=O)O	nt	7.0	-1.6	14.2	-10.2	-2.0	1.6
COc1ccc(CN2C(=O)NC(=O)/C(=C\c3ccco3)C2=O)cc1	-1.4	13.7	-3.2	1.5	7.1	-2.4	1.0
Fc1ccc(CNC2CN3CCC2CC3)cc1 (stereo unspecified)	-1.8	8.3	-2.1	-0.4	12.4	-5.9	-0.4
CN=C(SCc1cc2c(cc1Cl)OCO2)c1c(O)n(C)c(=O)n(C)c1=O	nt	7.6	3.2	nt	nt	0.3	nt
CCCCn1c(=O)c(C(=O)NCc2ccc(Cl)cc2)c(O)c2ccccc21	28.9	28.3	-5.9	-1.1	21.4	-0.3	1.1
COc1cccc(CNCCc2c[nH]c3ccccc23)c1	0.2	14.2	0.5	4.4	3.5	1.5	6.9
CN1CCC2(CC1)CC(NC=O)c1ccccc1O2 (stereo unspecified)	-1.7	0.4	nt	4.0	6.3	6.5	-2.7
O=C(/C=C/c1ccc2c(c1)OCO2)c1c(O)n(CCc2ccccc2)c(=O)[nH]c1=O	nt	6.8	-3.2	-10.2	10.1	-0.6	-0.6

7 consecutive entries out of the list so far, quoted:
SMILES	INS-1E GSIS act	PAX8 reporter	miR122 inh	DENV2 CPE rescue	EWS-Fli block	FN deposit inh	CFTR F508del cor
COc1ccc(CN2C(=O)NC(=O)/C(=C\c3ccco3)C2=O)cc1	-1.4	13.7	-3.2	1.5	7.1	-2.4	1.0
Fc1ccc(CNC2CN3CCC2CC3)cc1 (stereo unspecified)	-1.8	8.3	-2.1	-0.4	12.4	-5.9	-0.4
CN=C(SCc1cc2c(cc1Cl)OCO2)c1c(O)n(C)c(=O)n(C)c1=O	nt	7.6	3.2	nt	nt	0.3	nt
CCCCn1c(=O)c(C(=O)NCc2ccc(Cl)cc2)c(O)c2ccccc21	28.9	28.3	-5.9	-1.1	21.4	-0.3	1.1
COc1cccc(CNCCc2c[nH]c3ccccc23)c1	0.2	14.2	0.5	4.4	3.5	1.5	6.9
CN1CCC2(CC1)CC(NC=O)c1ccccc1O2 (stereo unspecified)	-1.7	0.4	nt	4.0	6.3	6.5	-2.7
O=C(/C=C/c1ccc2c(c1)OCO2)c1c(O)n(CCc2ccccc2)c(=O)[nH]c1=O	nt	6.8	-3.2	-10.2	10.1	-0.6	-0.6

Part of the list above, with two lines to a compound:
Results follow in this order: INS-1E GSIS act | PAX8 reporter | miR122 inh | DENV2 CPE rescue | EWS-Fli block | FN deposit inh | CFTR F508del cor
Cc1cc(C(=O)O)c(C)n1C1CC1
→ 3.6 | -5.2 | nt | -3.6 | -8.5 | -5.8 | -1.5
Cc1c(N=Cc2c(O)n(Cc3ccccc3)c(=O)[nH]c2=O)c(=O)n(-c2ccccc2)n1C
→ 7.0 | 17.6 | nt | -7.1 | 19.0 | 10.9 | nt

(list continues)
SMILES	INS-1E GSIS act	PAX8 reporter	miR122 inh	DENV2 CPE rescue	EWS-Fli block	FN deposit inh	CFTR F508del cor
CC12CN3CCN(C1)CC(C)(C3)C2=NO	33.3	nt	-2.1	nt	nt	10.7	nt
CSc1ccc(C(=O)C2CCCN(Cc3cccnc3)C2)cc1 (stereo unspecified)	-8.1	0.0	1.9	1.0	8.9	0.2	0.3
CCCN1CC[C@@H]2c3cc(O)ccc3CC[C@@H]21	nt	-26.4	0.1	0.3	-4.1	4.8	2.4
c1ccc(Nc2ccc3ccccc3c2)cc1	9.2	nt	0.3	?	-97.4	nt	-0.1
CC(=O)c1ccc(NC2=NCCCS2)cc1	3.8	-54.2	3.3	15.0	-21.8	-0.4	-0.3
COc1ccc(CN2CC=C(c3ccc(F)cc3)CC2)cc1Br	-14.3	0.9	2.6	-5.3	19.0	3.3	-2.2
COc1cc(N2CCOCC2)ccc1/C=C1\C(=O)NC(=O)N(C2CCCCC2)C1=O	-7.0	12.2	nt	nt	nt	-1.4	nt
COC(=O)C1=C(c2cc3ccccc3o2)C[C@@H]2CC[C@H]1N2C(=O)NCCO	2.7	-14.5	nt	-9.0	-5.1	-13.8	0.8
COC(=O)C1=C(c2ccccc2OCc2ccccc2)C[C@@H]2CC[C@H]1N2C(=O)NCc1ccc(N(C)C)cc1	-7.8	-9.9	-1.0	0.6	-34.0	2.8	-4.2
COc1ccc2[nH]c(C)c(CCNCc3cc(OC)c(OC)c(OC)c3)c2c1	7.3	14.9	-4.8	nt	6.4	-8.2	3.7
C=CCn1c(O)c(C(C)=NCCc2c[nH]c3ccccc23)c(=O)[nH]c1=O	3.6	-13.5	nt	3.0	-2.4	-6.3	1.9
O=C(CCl)Nc1nccs1	6.8	29.0	-4.6	-6.5	21.9	-1.4	-7.6
O=C1NC(=O)C(C2CCOC2=O)N1 (stereo unspecified)	nt	-5.8	-4.1	-5.8	2.8	-2.2	nt
COc1cc(OC)c(OC)cc1CN1CCN(C(=O)Cc2ccccc2)CC1	0.2	16.0	-4.2	17.3	7.5	-0.1	-0.1
C[C@]12C=CC(=O)C=C1C=C[C@@H]1C2CC[C@]2(C)C(=O)CCC12 (stereo partly specified)	2.7	12.3	-11.0	-8.5	-4.5	4.1	-4.3
CC(OC(=O)c1cn(C)c2ccccc12)C(=O)N1CCCC1 (stereo unspecified)	-1.5	4.4	7.4	3.1	1.8	-1.1	0.1
FC(F)(F)c1ccccc1CN1CCN(Cc2ccccc2)CC1	9.4	nt	6.3	1.9	5.8	nt	3.7
CC1(C)C(=O)CCC2C1=CCC1C2CCC2(C)C(O)CCC12 (stereo unspecified)	-5.6	-2.5	3.4	-3.6	4.8	-1.6	-0.9
O=c1[nH]c(=S)n(C2CC2)c(O)c1C=NCCc1ccccc1	nt	7.5	nt	-4.7	2.6	2.7	1.7
Clc1ccc(COC(Cn2ccnc2)c2ccc(Cl)cc2Cl)c(Cl)c1 (stereo unspecified)	48.5*!	3.2&4.9	3.7&4.4	2.8&-5.8	18.9&13.3	-17.5&1.7	3.8&-5.1
N#CCCn1cc(C(=O)Nc2ccc(F)cc2)c(-c2ccc([N+](=O)[O-])cc2)n1	19.2	-11.4	nt	-3.7	24.0	15.7	-0.1
CCOP(=O)(Cc1cc(C#N)oc1C)OCC	33.9	7.7	nt	nt	nt	5.6	nt
C[C@]12N[C@H](Cc3ccccc31)c1ccccc12	4.6&2.8	-1.5&-16.7	11.5&-0.9	-4.0&-1.3	5.6&-3.4	-14.9&-1.0	-15.3&4.8
C[C@]12CC[C@H](O)C[C@H]1CC[C@@H]1[C@@H]2CC[C@]2(C)[C@@H](C3=CC(=O)OC3)CC[C@]12O	nt	112.9*	122.5*	-6.5	67.3*	15.5	-1.4
COC(=O)C(C)NC(=S)N1CC2C[C@@H](C1)Cn1c2cccc1=O (stereo partly specified)	nt	-8.5	nt	5.8	4.0	1.9	4.1
O=C(C[N+]12CCC(CC1)C(CO)C2)c1ccc(Br)cc1 (stereo unspecified)	-0.9	-29.7	-5.7	2.6	-5.1	-3.9	-1.3
Cc1ccc(C)c(NP(=O)(Oc2ccccc2)Oc2ccccc2)c1	1.7	42.5	15.5	-2.1	11.5	-3.9	0.6
O=[N+]([O-])c1cc2c(cc1CNCCc1ccc3c(c1)OCO3)OCO2	-1.5	-9.1	-12.3	0.7	-8.9	-0.6	0.2
COCCNC(=O)Cn1cc(/C=C2\C(=O)NC(=O)N(c3ccccc3F)C2=O)c2ccccc21	18.8	16.1	-8.3	-8.2	13.7	-1.1	2.1
CC(=O)Nc1nnc(CCN(CCc2nnc(NC(C)=O)s2)[N+](=O)[O-])s1	5.5	14.3	nt	-0.2	6.3	4.2	-1.1
CCOC(=O)C1=C(C)c2ccccc2OC1(C(=O)OCC)c1ccccc1 (stereo unspecified)	-37.8	8.0	5.7	0.2	-5.6	nt	3.9
C/C=C1\NC(=O)[C@@H](NC(=O)[C@H](CCc2ccc(O)cc2)NC(=O)[C@H](C)NC(=O)[C@H](O)CO)[C@@H](C)OC(=O)[C@H](C(C)C)NC(=O)[C@H](Cc2ccc(O)cc2)N(C)C(=O)[C@H](Cc2ccccc2)N2C(=O)C(CC[C@H]2O)NC1=O (stereo partly specified)	nt	-2.3	-1.4	-4.7	-4.7	7.1	0.4
CC=CC(C)=CC(C)C(=O)CC(O)CC1CC(=O)NC(=O)C1 (stereo unspecified)	-7.2	14.3	nt	1.8	-21.6	nt	10.4*
NCCc1c[nH]c2ccc(C(N)=O)cc12	13.7	-7.2	-7.4	?	-2.0	3.9	-6.9
CC(=NCCO)c1c(O)n(C)c(=O)n(C)c1=O	0.8	nt	3.7	-5.2	0.9	nt	-1.8
ClCC(Br)CBr (stereo unspecified)	3.3	nt	1.8	6.8	-2.4	nt	3.0
CCCCCn1c(=O)c(C(=O)Nc2ccccc2Cl)c(O)c2ccccc21	-0.9	3.4	6.5	-4.9	-18.8	1.4	0.1
O=C(NCC(c1cccnc1)N1CCOCC1)Oc1ccccc1 (stereo unspecified)	nt	-16.0	-1.0	nt	nt	0.3	nt
CCc1ccc(NP(=O)(Oc2ccccc2F)Oc2ccccc2F)cc1	15.7	6.6	nt	nt	2.9	-9.7	-2.5

High-throughput results (PubChem BioAssay)
